Mtb BioA inh: blocks M. tuberculosis BioA enzyme activity. purified M. tuberculosis BioA enzyme, plate reader. hit rate 0.096% among 360,000. inhibition, % at 9.99 µM. AID 602481; in the data active means inhibition above about 40%
* marks the source's active call; other numbers are inactive results. The list is partial; count on the stated rates, not on these rows.

structure	Mtb BioA inh
CO[C@H](CN(C)C(=O)c1ccc2c(c1)OCO2)[C@@H](C)CN([C@@H](C)CO)S(=O)(=O)c1ccccc1	38
C[C@@H]1CN([C@H](C)CO)C(=O)c2cc(C#Cc3cccnc3)cnc2O[C@H]1CN(C)S(=O)(=O)c1ccccc1F	8.1
COc1ccc(S(=O)(=O)N(C)C[C@H]2OCCCC[C@H](C)Oc3ccc(NC(=O)C4CCCCC4)cc3C(=O)N([C@H](C)CO)C[C@H]2C)cc1	-1.9
O=C(C[C@@H]1CC[C@@H]2[C@H](COC[C@@H](O)CN2C(=O)Nc2cc(Cl)cc(Cl)c2)O1)N1CCOCC1	2.7
Cc1noc(C)c1NC(=O)N(C)C[C@H]1OCCCC[C@H](C)Oc2ccc(NS(=O)(=O)c3ccc(Cl)cc3)cc2C(=O)N([C@@H](C)CO)C[C@H]1C	0.6
C[C@@H]1CN([C@@H](C)CO)C(=O)c2cc(NC(=O)Cc3ccccc3)ccc2O[C@@H](C)CCCCO[C@H]1CN(C)C(=O)c1ccncc1	1.2
CCCNC(=O)N(C)C[C@@H]1Oc2ncc(/C=C/c3ccccc3)cc2C(=O)N([C@H](C)CO)C[C@H]1C	2.7
C[C@H](CO)N1C[C@H](C)[C@H](CN(C)C(=O)c2cccc(F)c2)Oc2ncc(-c3ccncc3)cc2C1=O	-1.3
O=C([C@@H]1N[C@@H]2c3ccc(-c4ccccc4F)c(=O)n3C[C@@H]2[C@H]1CO)N1CCc2ccccc2C1	1.4
CNC[C@H]1Oc2cc(C#CC(C)(C)O)ccc2S(=O)(=O)N([C@@H](C)CO)C[C@@H]1C	-0.2
N#Cc1cccc(-c2ccc3c(c2)[C@@H]2[C@@H](CCN2C(=O)c2ccc4c(c2)OCO4)[C@H](CO)N3)c1	-0.2
COCC(=O)NC[C@H]1[C@H](c2ccccc2)[C@H](CO)N1C(=O)c1ccccc1	-2.4
CO[C@H]1CN(C)C(=O)c2cc(NC(=O)C3CC3)ccc2OC[C@@H](C)N(CC2CCOCC2)C[C@H]1C	0.4
CC(C)C#Cc1ccc([C@@H]2[C@@H](CO)N3CCCCN(CC4CC4)C[C@@H]23)cc1	2.5
C[C@H]1CN([C@@H](C)CO)C(=O)c2cc(NC(=O)CCC(F)(F)F)ccc2O[C@@H]1CN(C)S(C)(=O)=O	-3.3
CCNC(=O)[C@H]1[C@H](CO)[C@H]2Cn3c(ccc(-c4ccccc4)c3=O)[C@H]2N1C(=O)C1CCCC1	2.3
CN(C)C(=O)C[C@@H]1CC[C@@H]2[C@@H](COc3ccc(NC(=O)c4ccc(F)c(F)c4)cc3C(=O)N2C)O1	4.3
C[C@@H]1CN([C@H](C)CO)C(=O)c2cc(NS(C)(=O)=O)ccc2O[C@@H](C)CCCCO[C@@H]1CN(C)S(=O)(=O)c1ccc(Cl)cc1	-0.3
C[C@@H]1CN([C@@H](C)CO)C(=O)c2cc(-c3cncnc3)cnc2O[C@H]1CN(C)Cc1cncnc1	-2.8
C[C@H](CO)N1C[C@H](C)[C@@H](CN(C)C(=O)c2cnccn2)Oc2ncc(C#Cc3ccccn3)cc2C1=O	-1.4

Arranged by number of heavy atoms (ascending): some entries from above
structure	Mtb BioA inh
CCNC(=O)[C@H]1[C@H](CO)[C@H]2Cn3c(ccc(-c4ccccc4)c3=O)[C@H]2N1C(=O)C1CCCC1	2.3
CCCNC(=O)N(C)C[C@@H]1Oc2ncc(/C=C/c3ccccc3)cc2C(=O)N([C@H](C)CO)C[C@H]1C	2.7
C[C@@H]1CN([C@@H](C)CO)C(=O)c2cc(NC(=O)Cc3ccccc3)ccc2O[C@@H](C)CCCCO[C@H]1CN(C)C(=O)c1ccncc1	1.2

Returning to the listing; the two compounds before the break are reprinted first.
structure	Mtb BioA inh
C[C@@H]1CN([C@@H](C)CO)C(=O)c2cc(-c3cncnc3)cnc2O[C@H]1CN(C)Cc1cncnc1	-2.8
C[C@H](CO)N1C[C@H](C)[C@@H](CN(C)C(=O)c2cnccn2)Oc2ncc(C#Cc3ccccn3)cc2C1=O	-1.4
CCNC(=O)C[C@H]1CC[C@H]2[C@@H](COC[C@@H](O)CN2C(=O)Nc2ccc3c(c2)OCO3)O1	-1.9
COCC#Cc1ccc2c(c1)O[C@@H](CN(C)C(=O)c1ccccc1)[C@H](C)CN([C@H](C)CO)S2(=O)=O	-1.4
C[C@H](CO)N1C[C@H](C)[C@H](CN(C)C(=O)Nc2cccc3ccccc23)Oc2ccc(NC(=O)CCCCCC(=O)Nc3ccccc3N)cc2CC1=O	-3.0
CCC(=O)N(C)C[C@@H]1Oc2ncc(-c3cccc(OC)c3)cc2C(=O)N([C@H](C)CO)C[C@H]1C	2.1
CCCC#Cc1ccc2c(c1)O[C@H](CN(C)Cc1ccc3c(c1)OCO3)[C@H](C)CN([C@H](C)CO)S2(=O)=O	-1.2
C[C@@H]1CN([C@@H](C)CO)C(=O)c2c(c3ccccc3n2C)-c2ccccc2CO[C@@H]1CN(C)S(=O)(=O)c1ccc(C#N)cc1	-1.1
O=C(O)C[C@H]1C[C@@H]2c3cc(NC(=O)Nc4ccccc4F)ccc3O[C@@H]2[C@H](CO)O1	-1.3
C[C@@H]1CN([C@H](C)CO)C(=O)c2cc(NC(=O)CCC(F)(F)F)ccc2O[C@@H](C)CCCCO[C@@H]1CN(C)C(=O)NC1CCCCC1	2.3
C[C@@H]1CN([C@@H](C)CO)C(=O)c2cccc(NC(=O)Nc3ccc4c(c3)OCO4)c2O[C@@H]1CN(C)Cc1ccc(C(=O)O)cc1	0.4
COc1ccc(C#Cc2cnc3c(c2)C(=O)N([C@H](C)CO)C[C@H](C)[C@H](CN(C)C(=O)NC(C)C)O3)cc1OC	-1.4
Cc1ccc(S(=O)(=O)Nc2ccc3c(c2)C(=O)N([C@H](C)CO)C[C@@H](C)[C@@H](CN(C)C(=O)Cc2ccccc2)OCCCC[C@H](C)O3)cc1	1.4
C[C@@H]1CN([C@H](C)CO)C(=O)c2cc(C#C[C@@H](C)O)cnc2O[C@@H]1CN(C)Cc1ccc(-c2ccccc2)cc1	-0.2
COc1cccc(S(=O)(=O)N[C@H]2C=C[C@@H](CC(=O)NCc3ccncc3)O[C@@H]2CO)c1	-0.1
CO[C@@H](CN(C)S(=O)(=O)c1ccc(Cl)cc1)[C@@H](C)CN([C@H](C)CO)S(=O)(=O)c1cccc(Cl)c1	-1.0
Cc1ccc(S(=O)(=O)N2C[C@H]3[C@@H](c4ccccc42)[C@@H](CO)N3Cc2cccnc2)cc1	-2.6
CN(C)C(=O)C[C@H]1C[C@H]2c3cc(NS(C)(=O)=O)ccc3O[C@H]2[C@H](CO)O1	-1.5
COc1ccc(NC(=O)N(C)C[C@@H]2OCCCC[C@@H](C)Oc3ccc(NS(=O)(=O)c4ccc(C)cc4)cc3C(=O)N([C@H](C)CO)C[C@H]2C)cc1	-3.6
CCCN1C[C@@H](C)[C@@H](OC)CN(C)C(=O)c2ccc(NS(=O)(=O)c3ccccc3)cc2OC[C@@H]1C	-2.8
C[C@@H]1CN([C@@H](C)CO)C(=O)c2cc(C#Cc3ccccc3F)cnc2O[C@H]1CN(C)S(C)(=O)=O	1.7
COc1ccc(NC(=O)N2CCCCN3[C@H](C2)[C@@H](c2ccc(C#Cc4ccccn4)cc2)[C@@H]3CO)cc1	-0.5
C[C@H](CO)N1C[C@H](C)[C@H](CN(C)Cc2ccccc2)OCCCC[C@H](C)Oc2ccc(NC(=O)c3ccncc3)cc2C1=O	0.4
CO[C@H]1CN(C)C(=O)c2cc(NC(=O)NC(C)C)ccc2OC[C@@H](C)N(C(=O)CN(C)C)C[C@H]1C	1.1
C[C@H]1CN([C@@H](C)CO)C(=O)c2cccc(NC(=O)Nc3ccccc3)c2O[C@H]1CN(C)S(=O)(=O)c1cn(C)cn1	-7.0
COc1cccc(S(=O)(=O)Nc2ccc3c(c2)[C@H]2C[C@H](CC(=O)NC4CCCCC4)O[C@H](CO)[C@H]2O3)c1	-1.1
COc1ccc(NC(=O)N(C)C[C@H]2Oc3c(NC(=O)Nc4ccc(C(F)(F)F)cc4)cccc3C(=O)N([C@@H](C)CO)C[C@@H]2C)cc1	-2.2
COC(=O)C[C@@H]1CC[C@H]2[C@@H](COc3ccc(NC(=O)c4cccs4)cc3C(=O)N2C)O1	0.4
C[C@H]1CN([C@@H](C)CO)S(=O)(=O)c2ccc(C3=CCCC3)cc2O[C@@H]1CN(C)Cc1cccnc1	-2.6
CCNC(=O)C[C@@H]1CC[C@@H]2[C@H](COc3ccc(NC(=O)c4ccccc4)cc3C(=O)N2C)O1	-2.0
CO[C@H]1CC[C@@H]2CCOc3c(C#N)cccc3C(=O)N(C)[C@H](C)C(=O)N(C)C[C@@H]1O2	-0.6
C[C@@H]1CN([C@H](C)CO)C(=O)c2cc(C3=CCCCC3)cnc2O[C@H]1CN(C)C(=O)Nc1ccc(F)cc1	-1.4
C/C=C/c1cnc2c(c1)C(=O)N([C@H](C)CO)C[C@H](C)[C@@H](CN(C)S(=O)(=O)c1ccccc1)O2	-1.3
CO[C@H]1CN(C)C(=O)c2ccc(NS(=O)(=O)c3ccc(C)cc3)cc2OC[C@@H](C)N(Cc2nccs2)C[C@H]1C	-0.3
COc1ccc(NC(=O)N2CCCCN3[C@@H](CO)[C@H](c4ccc(C5=CCCC5)cc4)[C@@H]3C2)cc1	-7.5
C[C@H](NC(=O)C[C@@H]1C[C@H]2c3cc(NS(=O)(=O)c4ccc(F)cc4)ccc3O[C@H]2[C@@H](CO)O1)c1ccccc1	3.2
C[C@@H]1CN([C@H](C)CO)C(=O)c2cccc(NC(=O)C3CCCCC3)c2O[C@H]1CN(C)C(=O)NC1CCCCC1	-3.2
C[C@H]1CN([C@@H](C)CO)C(=O)c2cc(-c3ccncc3)cnc2O[C@H]1CN(C)C(=O)c1ccc(F)cc1	-0.1
C[C@@H]1CN([C@@H](C)CO)C(=O)c2cc(NC(=O)Nc3ccc(F)cc3)ccc2O[C@H]1CN(C)C(=O)Nc1ccccc1	2.6
CN(C)C(=O)c1cccc(-c2ccc3c(c2)[C@H]2[C@H](CCN2C(=O)C2CCCCC2)[C@H](CO)N3)c1	5.9
C/C=C/c1ccc2c(c1)O[C@H](CN(C)C(=O)C1CCOCC1)[C@@H](C)CN([C@@H](C)CO)S2(=O)=O	-0.6
CO[C@@H]1CC[C@@H]2CCOc3c(C#N)cccc3C(=O)N(C)C[C@@H](c3ccccc3)CC(=O)N(C)C[C@@H]1O2	1.1

Reprinted from the part before: 3 entries, followed by the next part.
> CN(C)C(=O)c1cccc(-c2ccc3c(c2)[C@H]2[C@H](CCN2C(=O)C2CCCCC2)[C@H](CO)N3)c1
  Mtb BioA inh: 5.9

> C/C=C/c1ccc2c(c1)O[C@H](CN(C)C(=O)C1CCOCC1)[C@@H](C)CN([C@@H](C)CO)S2(=O)=O
  Mtb BioA inh: -0.6

> CO[C@@H]1CC[C@@H]2CCOc3c(C#N)cccc3C(=O)N(C)C[C@@H](c3ccccc3)CC(=O)N(C)C[C@@H]1O2
  Mtb BioA inh: 1.1

> Cc1noc(C)c1NC(=O)Nc1ccc2c(c1)C(=O)N([C@H](C)CO)C[C@@H](C)[C@H](CN(C)S(=O)(=O)c1ccc(F)cc1)OCCCC[C@H](C)O2
  Mtb BioA inh: 0.5

> O=C(Nc1cccc(Cl)c1)N[C@@H]1CC[C@H](CCNC(=O)C2CCC2)O[C@@H]1CO
  Mtb BioA inh: -0.2

> C[C@H]1CN([C@@H](C)CO)C(=O)Cc2cc(NS(=O)(=O)c3ccc(F)cc3)ccc2O[C@H]1CN(C)Cc1ccc2c(c1)OCO2
  Mtb BioA inh: -0.2

> C[C@H]1CN([C@@H](C)CO)C(=O)c2cccc(NC(=O)c3ccc(-c4nccs4)cc3)c2O[C@@H]1CN(C)S(=O)(=O)c1ccc(F)cc1
  Mtb BioA inh: -1.7

> O=C(c1cccnc1)N1CCCCN2[C@H](C1)[C@H](c1ccc(C#Cc3cccnc3)cc1)[C@@H]2CO
  Mtb BioA inh: -3.9

> O=C(C[C@H]1C[C@@H]2c3cc(NC(=O)C4CCC4)ccc3O[C@@H]2[C@@H](CO)O1)NCCN1CCCCC1
  Mtb BioA inh: 0.8

> Cc1ccc(S(=O)(=O)Nc2ccc3c(c2)C(=O)N(C)[C@@H]2CC[C@H](CC(=O)NCCc4ccncc4)O[C@@H]2CO3)cc1
  Mtb BioA inh: 2.0

> Cc1ccc(S(=O)(=O)Nc2ccc3c(c2)C(=O)N([C@H](C)CO)C[C@H](C)[C@H](CN(C)C(=O)Nc2ccc4c(c2)OCO4)OCCCC[C@@H](C)O3)cc1
  Mtb BioA inh: 0.5

> Cc1noc(C)c1NC(=O)Nc1cccc2c1O[C@@H](CN(C)S(=O)(=O)c1cn(C)cn1)[C@@H](C)CN([C@H](C)CO)C2=O
  Mtb BioA inh: -0.3

> Cc1noc(C)c1NC(=O)N(C)C[C@H]1Oc2ccc(N(C)C)cc2CC(=O)N([C@@H](C)CO)C[C@H]1C
  Mtb BioA inh: 0.1

> C[C@H]1CN([C@@H](C)CO)C(=O)Cc2cc(NS(=O)(=O)c3ccc(Cl)cc3)ccc2O[C@@H]1CN(C)S(=O)(=O)c1cn(C)cn1
  Mtb BioA inh: 4.5

> O=C(Cc1ccccn1)NCC[C@@H]1CC[C@@H](NC(=O)c2ccccc2F)[C@H](CO)O1
  Mtb BioA inh: -4.3

> COc1ccc(S(=O)(=O)Nc2ccc3c(c2)CC(=O)N([C@H](C)CO)C[C@H](C)[C@H](CN(C)Cc2ccccc2)O3)cc1
  Mtb BioA inh: 0.3

> CNC[C@@H]1OCCCC[C@H](C)Oc2ccc(NS(=O)(=O)c3c(C)noc3C)cc2C(=O)N([C@@H](C)CO)C[C@@H]1C
  Mtb BioA inh: -1.4

> O=C(CN1CCOCC1)NCC[C@H]1CC[C@H](NS(=O)(=O)c2ccc(F)cc2)[C@@H](CO)O1
  Mtb BioA inh: -1.2

> C[C@H]1CN([C@@H](C)CO)C(=O)c2cccc(NC(=O)c3ccc(-c4nccs4)cc3)c2O[C@H]1CN(C)Cc1ccncc1
  Mtb BioA inh: -2.9

> COCC#Cc1cnc2c(c1)C(=O)N([C@H](C)CO)C[C@H](C)[C@@H](CN(C)C(=O)c1ccc3c(c1)OCO3)O2
  Mtb BioA inh: -1.3

> CCCC#Cc1ccc([C@@H]2[C@@H](CO)N3CCCCN(C(=O)Cc4ccccn4)C[C@H]23)cc1
  Mtb BioA inh: 3.2

> C[C@@H]1CN([C@@H](C)CO)C(=O)Cc2cc(NC(=O)Cn3cnnn3)ccc2O[C@@H]1CN(C)S(=O)(=O)c1cn(C)cn1
  Mtb BioA inh: -1.0

From PubChem
